Vc quorum ag – inducers of Vibrio cholerae quorum light production without autoinducers | V. cholerae BH1578 lux reporter, luminescence, 6 h | activation, % at 18.7 µM | 350,000 tested, 0.16% active | AID 588436; in the data active = activation mostly above about 9.7%, no sharp cut-off; note: not every result past the cut was called active; inactives centre near 0; reference of the scale not given here
BioA inh – inhibitors of Mycobacterium tuberculosis BioA enzyme | purified M. tuberculosis BioA enzyme, plate reader | 360,000 tested, 0.096% active | inhibition, % at 9.99 µM; in the data active = inhibition above about 40%
Mtb FBA inh – Mtb fructose-bisphosphate aldolase inhibition; P9WQA3; purified M. tuberculosis FBA, fluorescence read-out; inhibition, % at 1 µM; 360,000 tested, 2.3% active; in the data active = inhibition above about 27%;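 note: 0% = vehicle and 100% = reference inhibitor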
Target sequence (P9WQA3 whole entry, looked up): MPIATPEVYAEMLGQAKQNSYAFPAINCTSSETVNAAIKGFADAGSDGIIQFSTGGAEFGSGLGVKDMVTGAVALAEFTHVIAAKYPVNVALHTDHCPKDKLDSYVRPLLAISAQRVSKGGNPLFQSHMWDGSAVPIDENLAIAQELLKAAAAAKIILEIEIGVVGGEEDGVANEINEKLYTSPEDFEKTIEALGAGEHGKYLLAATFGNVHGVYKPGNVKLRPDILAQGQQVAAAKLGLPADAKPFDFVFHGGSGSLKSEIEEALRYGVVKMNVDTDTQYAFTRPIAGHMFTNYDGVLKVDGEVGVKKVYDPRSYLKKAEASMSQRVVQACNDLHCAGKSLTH
UGM FP inh – Mtb UDP-galactopyranose mutase inhibition | P9WIQ1 | purified UGM, fluorescence polarization probe displacement | inhibition, % at 10 µM | 320,000 tested, 0.06% active; in the data active = inhibition above about 10%, passing the limit was not always enough
Target sequence (P9WIQ1 whole entry, looked up): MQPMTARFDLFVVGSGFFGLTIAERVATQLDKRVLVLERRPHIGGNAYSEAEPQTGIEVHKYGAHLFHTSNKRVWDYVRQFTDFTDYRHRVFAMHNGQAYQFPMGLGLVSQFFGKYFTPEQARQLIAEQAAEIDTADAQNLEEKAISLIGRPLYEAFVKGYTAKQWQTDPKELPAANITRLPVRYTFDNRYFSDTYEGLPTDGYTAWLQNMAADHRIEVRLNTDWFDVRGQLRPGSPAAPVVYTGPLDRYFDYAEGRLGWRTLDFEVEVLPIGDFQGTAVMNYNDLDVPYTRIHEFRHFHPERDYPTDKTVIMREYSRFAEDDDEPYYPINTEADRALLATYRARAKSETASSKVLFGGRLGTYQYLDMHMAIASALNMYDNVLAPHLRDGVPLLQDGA
TcdB GH inh – blocks C. difficile toxin B glycohydrolase activity; 350,000 tested, 0.24% active; inhibition, % at 9.99 µM; P18177; TcdB glycohydrolase enzymatic assay, plate reader; in the data active = inhibition above about 10%
FadD28 binding – blocks FadD28 binding to the bisubstrate probe | fluorescence polarization | AID 588549 | 360,000 tested, 0.22% active | inhibition, % at 12.5 µM; in the data active = inhibition above about 8.5%, passing the limit was not always enough
Y pestis TopoI – inhibitors of Yersinia pestis topoisomerase I. Y. pestis Topo-I cleavage product accumulation, plate reader. activity, % at 10 µM. 360,000 tested, 0.064% active; in the data active = activity above about 50%, passing the limit was not always enough; note: inactives centre near 2
GDH-TPI counter – GDH-TPI coupled enzyme inhibition counter-screen; GDH-TPI coupled enzyme counterscreen, NADH absorbance; inhibition, % at 4.8 µM; 360,000 tested, 1.2% active; AID 588335; in the data active = inhibition above about 30%;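 note: 0% = DMSO wells and 100% = wells lacking the enzyme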
PfHsp40 rescue – restores yeast growth despite PfHsp40 toxicity; AID 504582; growth rescue, % at 12.5 µM; 340,000 tested, 0.68% active; S. cerevisiae expressing PfHsp40, growth rescue, ATP luminescence; in the data active = growth rescue above about 28%, passing the limit was not always enough;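 note: yeast W303a lacking pdr1 and pdr3 grown in galactose medium; growth measured after three days at 30 °C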
* hit, by the source's call; i = inactive; · = not tested or not shown; + = active, no number; & = joins results of further samples.

SMILES	Vc quorum ag	BioA inh	Mtb FBA inh	UGM FP inh	TcdB GH inh	FadD28 binding	Y pestis TopoI	GDH-TPI counter	PfHsp40 rescue
C/C(CC(=O)Nc1ccccc1[N+](=O)[O-])=N\NC(=O)COc1ccccc1C	0.0	-0.5	-1	-0.7	·	-1.8	1	9	0.7
O=C(CCN1CCN(Cc2ccccc2)CC1)NNC(=O)Cc1ccc(Cl)c(Cl)c1	i	·	2	-3.2	·	-2.3	-8	3	0.7
COc1ccc(NC(=O)CCCN(C)S(=O)(=O)c2ccc(C)cc2)cc1	-0.1	0.4	2	-0.1	·	0.3	2	-1	2.3
COc1cccc(NC(=O)Nc2cccc(C(=O)O)c2)c1	-0.3	·	2	4.4	-0.1	-0.8	2	2	1.6
Cc1ccc(C(=O)Oc2ccccc2N2C(=O)C3CCCCC3C2=O)cc1 (stereo unspecified)	·	0.2	3	0.3	·	-0.8	6	2	0.9
Cc1ccc(S(=O)(=O)N2CCN(CC(=O)N/N=C\C(Cl)=C\c3ccccc3)CC2)cc1	-0.4	·	-2	0.6	·	-1.2	33	5	-0.5
COc1ccc(F)c(CN2CCC(N3CCC(C(=O)N4CCOCC4)CC3)CC2)c1	1.6	·	-1	·	1.6	0.9	-1	-3	-0.2
COCCN1C(=O)c2cc(C(=O)Nc3ccc(OC)c(OC)c3)ccc2C1Nc1ccc(OC)c(OC)c1 (stereo unspecified)	-0.4	·	-6	0.8	-2.0	-3.8	6	6	0.1
CCOC(=O)N1CCC(N2C(=O)c3ccccc3C2Nc2cc(C(=O)OC)cc(C(=O)OC)c2)CC1 (stereo unspecified)	i	1.9	10	3.1	-12	-1.8	0	6	0.4
CCSC1OC(C(COC(C)=O)OC(C)=O)C(OC(C)=O)C1NC(C)=S (stereo unspecified)	i	-0.4	0	·	-0.2	-1.9	5	5	0.1
CCn1cc(CNC(=O)C2CCC(=O)N(CCc3cccc(F)c3)C2)cn1 (stereo unspecified)	i	-0.1	-1	·	0.4	-0.8	4	-1	1.7
O=C(COC(=O)CNC(=O)c1cccc(F)c1)NCCC1=CCCCC1	0.8	0.5	-3	-2.0	0.6	-2.5	-2	-10	-1.7
Cc1cn(C2CC3OCC3O2)c(=O)[nH]c1=O (stereo unspecified)	10	1.0	1	-3.1	·	-4.3	7	0	-1.7
Cc1ccc(CNC(=O)[C@H](Cc2ccccc2)NC(=O)C2CCNCC2)cc1	i	-1.7	-8	1.2	2.6	-1.3	-3	-6	0.7
CC1(C(=O)NCc2cccnc2)Cc2c(-c3cccc(C(F)(F)F)c3)ccnc2O1 (stereo unspecified)	-0.5	1.3	-2	·	-4.7	-2.0	15	4	·
Cn1cc(C(=O)C(=O)N2CCCc3ccccc32)c2ccccc21	1.3	-0.6	0	0.1	3.2	-2.5	-8	14	-0.7
CCCCCn1c(SCCN2CCOCC2)nc2c1c(=O)[nH]c(=O)n2C	i	1.3	1	2.4	·	-0.3	10	-3	-0.9
C=CCSc1nc2sc3c(c2c(=O)n1-c1ccccc1)CCN(C)C3	-0.6	-0.2	6	0.3	-4.1	0.0	3	20	0.4
Cc1cc(N2CCN(c3ccccn3)CC2)n2cc(-c3ccccc3)nc2n1	1.1	·	18	-2.4	·	0.9	11	8	-0.3
O=C(/C=C/c1ccc(OC(F)F)cc1)Nc1cccc(S(=O)(=O)NC2=NCCCCC2)c1	i	-0.5	-1	4.8	0.2	-7.8	6	1	-0.5
Cc1noc(C)c1S(=O)(=O)N1CCC(C(=O)NCCC2=CCCCC2)CC1	i	-2.6	0	1.2	·	-1.6	3	8	1.7
CC(OC(=O)Cn1cnc2c1c(=O)n(C)c(=O)n2C)C(=O)Nc1ccc(Cl)cc1 (stereo unspecified)	-12	-2.0	3	3.1	0.2	-1.6	23	6	-0.4
Cc1c(Cl)cccc1NC(=O)CCNC(=O)N1CC(=O)Nc2ccccc21	-0.2	-0.3	-4	1.7	0.1	-2.5	-8	-4	-1.2
COc1ccc(CNC(=O)C(=O)NCCC2CCCCN2S(=O)(=O)c2cccs2)cc1 (stereo unspecified)	i	-1.7	0	-1.7	1.3	-3.1	27	-7	0.5
Cc1ccc(CNC(=O)[C@H](C)NC(=O)C2CCN(C(=O)[C@@H]3CCCN3C(=O)OC(C)(C)C)CC2)cc1	-0.8	-0.8	5	-2.5	0.0	-1.5	-5	15	0.1
Additional records follow.
SMILES	Vc quorum ag	BioA inh	Mtb FBA inh	UGM FP inh	TcdB GH inh	FadD28 binding	Y pestis TopoI	GDH-TPI counter	PfHsp40 rescue
N[C@@H](Cc1ccccc1)C(=O)N1CCC(C(=O)N[C@@H](CCC(=O)O)C(=O)O)CC1	i	-2.0	-2	-2.1	0.6	-1.1	2	6	-1.9
Cc1ccccc1NC(=O)C1C2CCC(O2)C1C(=O)O (stereo unspecified)	i	-0.3	-2	-0.1	·	-0.2	3	-5	-0.8
Cc1ccc(S(=O)(=O)c2c(COC(=O)c3ccccc3Cl)c(-c3ccccc3)nn2C)cc1	5.9	-1.4	-3	-1.6	·	-2.4	17	4	1.2
Nc1nnc(SCC(=O)NCc2ccc3c(c2)OCO3)s1	-0.3	-0.1	2	-4.2	·	0.1	5	-1	1.3
O=C(OCC(=O)N1CCc2ccccc21)c1cccc(S(=O)(=O)N2CCCc3ccccc32)c1	-0.3	·	2	0.3	·	-1.2	12	12	-2.2
CN(N)c1ccc2c(C(F)(F)F)cc(C(F)(F)F)nc2n1	-0.4	·	6	0.2	-0.2	-1.3	-2	0	0.3
Nc1ccccc1-c1nnc(SCc2ccccc2F)[nH]c1=O	-0.5	0.5	-2	-2.0	·	-0.5	6	7	1.2
CC(C)NC(=O)Nc1cccc2c1O[C@H](CN(C)S(C)(=O)=O)[C@@H](C)CN([C@H](C)CO)C2=O	5.6	1.4&1.1	0	-0.4	0.4&0.2	-0.5	1	5	-0.9
CCCCNC(=S)N(C)/N=C/c1ccccc1F	-0.4	·	1	-2.9	·	-5.1	25	7	3.4
CCC(C)n1c(=O)c(C(=O)Nc2ccccc2S(N)(=O)=O)c(O)c2ccccc21 (stereo unspecified)	i	-0.1	1	2.0	·	-0.3	1	4	-0.2
CSc1ccc(CN(C)C(=O)c2cc(S(=O)(=O)NCc3ccccc3)ccc2C)cc1	i	-1.0	-3	-1.4	-0.8	-1.4	32	2	1.8
Cc1noc(C)c1COc1ccccc1C(=O)Nc1cccc(S(=O)(=O)N(C)C)c1	i	1.2	1	-1.0	-0.1	-4.5	18	-1	1.2
O=C(COC(=O)c1ccc(F)cc1F)NC(=O)Nc1ccc2c(c1)OCCO2	i	0.7	0	-1.9	2.2	-2.5	-5	-12	-0.2
CCC(C(=O)Nc1cccc(S(=O)(=O)N(C)c2ccccc2)c1)c1ccccc1 (stereo unspecified)	0.9	-2.2	2	-1.5	0.3	-1.1	16	2	-0.4
CC(=O)Nc1cccc(C(=O)Nc2ccccc2N2CCOCC2)c1	-0.4	-1.0	0	-4.3	1.4	-0.8	-1	3	-0.5
O=C(Nc1ccc2c(c1)OCO2)c1cc2nc(C3CC3)cc(C(F)(F)F)n2n1	-0.2	0.4	0	·	0.9	-2.6	7	-6	0.7
CCOc1ccc(S(=O)(=O)NCc2cccnc2)c2ccccc12	-0.2	13	1	-0.9	0.5	·	8	13	-0.2
O=C(Nc1ccccc1)c1ccc2c(c1)OCO2	i	0.1	-4	1.6	·	-5.7	2	-3	-0.9
COc1cccc(/C=C2\C=C(c3ccc(C)cc3)OC2=O)c1OC(C)=O	-0.6	-0.5	-1	5.3	-0.1	-1.0	-3	1	-1.1
Cc1occc(=O)c1OCc1ccc(F)cc1	-0.5	-1.0	1	-1.7	-2.2	0.5	-10	-10	-2.7
COc1ccc(OC)c(N(/C(N)=N/c2nc(C)cc(C)n2)S(=O)(=O)c2ccc(NC(C)=O)cc2)c1	-0.5	2.1	4	2.0	0.2	-1.0	-1	0	1.1
COc1ccc(CN(C(=O)c2snc(C(N)=O)c2N)C(CC(C)C)C(=O)NC2CCCCC2)cc1 (stereo unspecified)	i	-0.5	2	-1.3	1.2	1.0	29	1	0.0
CC(=O)Nc1ccc(S(=O)(=O)N2CCC3(CC2)OCCO3)cc1	-0.1	4.1	4	-2.0	0.0	0.2	-2	2	-0.2
O=C(Nc1ccccc1C(=O)Nc1nncs1)c1ccccc1	-1.1	0.8	5	3.4	0.5	-2.0	-3	11	-1.0
COc1ccc(CC(=O)N2N=C(C)CC2(O)c2cccnc2)cc1OC (stereo unspecified)	-0.2	1.9	1	0.8	0.2	-1.0	2	6	-1.6

Five compounds out of the list, ordered by count of non-hydrogen atoms, low to high.
SMILES	Vc quorum ag	BioA inh	Mtb FBA inh	UGM FP inh	TcdB GH inh	FadD28 binding	Y pestis TopoI	GDH-TPI counter	PfHsp40 rescue
Cc1ccccc1NC(=O)C1C2CCC(O2)C1C(=O)O (stereo unspecified)	i	-0.3	-2	-0.1	·	-0.2	3	-5	-0.8
O=C(Nc1ccccc1C(=O)Nc1nncs1)c1ccccc1	-1.1	0.8	5	3.4	0.5	-2.0	-3	11	-1.0
C=CCSc1nc2sc3c(c2c(=O)n1-c1ccccc1)CCN(C)C3	-0.6	-0.2	6	0.3	-4.1	0.0	3	20	0.4
COc1ccc(CC(=O)N2N=C(C)CC2(O)c2cccnc2)cc1OC (stereo unspecified)	-0.2	1.9	1	0.8	0.2	-1.0	2	6	-1.6
Cc1ccc(C(=O)Oc2ccccc2N2C(=O)C3CCCCC3C2=O)cc1 (stereo unspecified)	·	0.2	3	0.3	·	-0.8	6	2	0.9

The results go on:
SMILES	Vc quorum ag	BioA inh	Mtb FBA inh	UGM FP inh	TcdB GH inh	FadD28 binding	Y pestis TopoI	GDH-TPI counter	PfHsp40 rescue
O=S(=O)(c1ccccc1)c1nc(-c2cccs2)oc1NCC1CCCO1 (stereo unspecified)	i	-0.4	-1	0.0	·	0.4	6	22	-1.7
O=C(c1ccc2c(c1)OCO2)N(c1ccc(F)cc1)C1C=CS(=O)(=O)C1 (stereo unspecified)	i	·	-1	1.4	·	-3.5	-5	5	-2.5
CCOc1ccc(NC(=O)CSC2=NCCN2)cc1	-0.3	·	2	-0.6	0.7	-0.1	0	-2	-0.6
CCN(CC(=O)Nc1cc(Cl)ccc1C)C(=O)CN1C(=O)NC2(CCCC2)C1=O	-0.2	0.0	3	0.7	0.0	-1.1	-11	-14	0.5
COCCCn1c(=NC(C)=O)c(C#N)cc2c(=O)n3cccc(C)c3nc21	i	-0.8	+	-1.0	1.0	0.4	-1	-1	·
Cc1cccc(-n2c(Cc3ccccc3)nnc2SCC(=O)N2CCOCC2)c1	-0.2	1.7	3	-3.3	3.1	-1.9	13	6	1.2
COc1ccc2[nH]cc(C(=O)CN(C)C)c2c1	-0.4	0.3	2	0.6	1.4	-0.5	-1	1	0.1
CCC1(c2ccc(F)cc2)NC(=O)N(CC(=O)N2CCN(C(=O)c3cccs3)CC2)C1=O (stereo unspecified)	i	-0.6	2	·	1.6	-1.3	13	4	0.1
CCOC(=O)/C(=C\c1ccc(OC)c(OC)c1)C(=O)c1cccnc1	0.0	0.0	1	-0.3	-0.6	0.0	9	10	0.0
CC(=O)c1cccc(NC(=O)c2cccc3ccccc23)c1	i	0.8	9	-1.8	1.7	-2.3	5	1	1.0
O=C(NCC1CCCO1)c1ccc(NS(=O)(=O)c2cccc([N+](=O)[O-])c2)cc1 (stereo unspecified)	-0.3	0.0	-2	0.3	-0.7	-1.7	0	10	-1.1
COc1ccc(Nc2nc(-c3ccccc3)c3ccccc3n2)cc1	-0.3	·	-3	0.2	0.0	0.1	1	11	-0.8
COC(=O)C1CCN(C(=O)c2cc(-c3ccc(Cl)s3)nc3ccccc23)CC1	-2.1	0.0	68*	-2.3	1.7	-1.3	24	15	3.4
N#C/C(=C\c1ccc(OCC(N)=O)cc1)S(=O)(=O)c1ccccc1	-2.1	0.2	1	-0.6	1.9	-0.8	2	1	0.3
COc1ccc2nc(-c3ccc(Cl)cc3)cc(C(=O)O)c2c1	-0.3	1.0	+	-0.3	4.4	-2.1	-6	13	0.8
O=C(N/N=C/c1c(O)n(Cc2ccccc2)c(=O)[nH]c1=O)c1ccncc1	-0.5	-1.1	2	-0.2	-0.1	0.6	-1	16	·
Cc1ccc(/C=C/C(=O)O)cc1S(=O)(=O)N1CCCc2ccccc21	-0.2	-0.7	-4	0.4	4.0	0.2	9	1	-0.8
C=Cc1ccc(CSc2cc(C)nc3nc(C)nn23)cc1	-0.5	-0.1	1	-1.3	1.1	-3.4	9	1	-0.6
Cc1nc(-c2nc(-c3c(C(=O)NNC(=O)c4ccc(Cl)cc4)noc3C)cs2)cs1	-0.7	·	-4	0.2	1.1	-1.1	1	3	3.2

Compound activity from PubChem.

Hits appear at their usual frequency. Share with any hit: about 4.6%.
